NPR2 activator: human GC-B receptor activators, primary screen, HEK293 GC-B cells, cGMP TR-FRET, EC30 CNP; Atrial natriuretic peptide receptor 2 (Homo sapiens), P20594; 0% at EC30 CNP, 100% saturating CNP; activation, % at 10 µM; 370,000 tested, 0.11% active; AID 1920062, 2024;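 active = activation at 10 µM reaching about 35% in either raw or pattern-adjusted values, limit read from the data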
hgDAF12 agonist: H. glycines DAF-12 receptor agonists, primary screen, cell-based, luminescence, HEK293, GAL4 fusion, UAS-luciferase; Nuclear hormone receptor DAF-12 (Heterodera glycines), GAL4 fusion; HEK293 GAL4-hgDAF12 UAS-luciferase reporter, agonist luminescence; normalized to butyrate control; 370,000 tested, 1.8% active; activation, % at 6.8 µM;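 active = activation above a cutoff set at the mean of all screened compounds plus 3 SD, cut at about 10% in these data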;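 note: 0% = DMSO wells and 100% = sodium butyrate wells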
SMARCA2 act: SMARCA2 (BRM) function activators, primary screen, cell-based, luminescence, high throughput. MG213 cells, MMTV-luciferase reporter, dexamethasone, overnight. activation, % at 9.1 µM. 370,000 tested, 1% active. AID 652017, 2013; in the data active = activation above about 7.8%;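 note: 0% = vehicle wells and 100% = reference activator wells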
DAX1 inh-1: DAX1 (NR0B1) inhibitors on StAR promoter, primary screen, cell-based, luminescence, SF-1 (NR5A1), full-length DAX-1 | inhibition, % at 6.8 µM | 370,000 tested, 1.1% active | HEK293T StAR-luciferase reporter, SF-1/DAX-1 repression relief | AID 652010, 2013;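 active = inhibition above the mean over all tested compounds plus 3 SD, cut at about 3.6% in these data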;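 note: 0% = DAX-1 cells with DMSO and 100% = cells lacking DAX-1 with DMSO; higher inhibition means more luminescence from relief of DAX-1 repression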
DAX1 inh-2: DAX1 (NR0B1) inhibitors, primary screen, cell-based, HEK293, Gal4-DAX1, luciferase luminescence; HEK293 Gal4-DAX1 luciferase reporter; inhibition, % at 6.75 µM; 340,000 tested, 0.99% active; AID 504766, 2011;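 active = inhibition above the mean over all tested compounds plus 3 SD, cut at about 4.2% in these data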;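 note: 0% = DAX1-transfected cells with DMSO and 100% = empty-vector control cells with DMSO; inhibition shows as a rise in luminescence from relieved DAX1 repression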
Target sequence (P51843 207-470 limits assumed): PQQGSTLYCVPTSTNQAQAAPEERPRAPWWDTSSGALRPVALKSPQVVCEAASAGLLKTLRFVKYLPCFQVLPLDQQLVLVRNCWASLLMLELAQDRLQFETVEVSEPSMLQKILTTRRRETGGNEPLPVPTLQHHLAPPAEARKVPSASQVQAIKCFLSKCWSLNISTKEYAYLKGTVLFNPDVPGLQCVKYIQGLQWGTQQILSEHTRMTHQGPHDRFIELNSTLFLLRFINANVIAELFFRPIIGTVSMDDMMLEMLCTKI
HGIII-sPLA2 inh: human group III sPLA2 inhibitors, primary screen, biochemical, QFRET, BODIPY PC-A2 liposome substrate | inhibition, % at 12.2 µM | QFRET BODIPY PC-A2 liposome hydrolysis, fluorescence | Group 3 secretory phospholipase A2 (Homo sapiens), Q9NZ20 | 370,000 tested, 0.56% active;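 active = inhibition above mean plus 3 SD of compounds lying within the high and low control bounds, cut at about 19% in these data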;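 note: 0% = median of test compound wells and 100% = no enzyme DMSO wells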
Target sequence (Q9NZ20 whole entry, looked up): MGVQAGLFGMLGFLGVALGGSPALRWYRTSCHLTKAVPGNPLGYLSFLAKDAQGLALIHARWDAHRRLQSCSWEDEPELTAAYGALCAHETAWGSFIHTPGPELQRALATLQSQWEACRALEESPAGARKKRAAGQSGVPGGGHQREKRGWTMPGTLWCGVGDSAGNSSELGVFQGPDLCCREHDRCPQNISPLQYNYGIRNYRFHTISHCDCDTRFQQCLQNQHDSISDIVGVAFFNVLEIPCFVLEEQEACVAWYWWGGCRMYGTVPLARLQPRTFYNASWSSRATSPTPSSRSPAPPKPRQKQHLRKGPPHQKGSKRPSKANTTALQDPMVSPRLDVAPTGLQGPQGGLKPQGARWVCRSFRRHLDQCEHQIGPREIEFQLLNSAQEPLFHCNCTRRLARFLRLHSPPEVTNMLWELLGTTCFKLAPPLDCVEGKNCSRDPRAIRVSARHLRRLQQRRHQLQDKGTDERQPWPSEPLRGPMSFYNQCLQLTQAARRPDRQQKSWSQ
GC-A act: GC-A stimulated cGMP production enhancers – HEK293 GC-A cells, cGMP TR-FRET, EC30 ANP, primary screen | activation, % at 10 µM | AID 1671463, 2021 | 0% at EC30 ANP, 100% saturating ANP | 370,000 tested, 0.14% active; in the data active = activation above about 40%
FXN GAA850 act: FXN promoter activators, primary screen, cell-based, luciferase luminescence, HEK293 lucGAA850; HEK293 lucGAA850 FXN promoter luciferase reporter, 24 h; percent of 10 µM SAHA response; activation, % at 6 µM; 360,000 tested, 0.56% active; AID 540364, 2011;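 active = activation above the average of all compounds screened plus 3 SD, cutoff fixed separately per campaign, cut at about 7.5% in these data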;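 note: 0% = DMSO wells and 100% = 10 µM SAHA wells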
hcDAF12 agonist: H. contortus DAF-12 nuclear receptor activators, primary screen, cell-based, luminescence, HEK293, lit1-tk-luc reporter; AID 652067, 2013; HEK293 hcDAF-12 lit1-tk-luc reporter; 0% DMSO, 100% Δ7-dafachronic acid; activation, % at 6.8 µM; 370,000 tested, 1.4% active;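 active = activation above the mean of all tested compounds plus 3 SD, cut at about 5.5% in these data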;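 note: 100% = response to 3 µM Δ7-dafachronic acid high control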
ssDAF12 agonist: S. stercoralis DAF-12 nuclear receptor activators, primary screen, cell-based, luminescence, HEK293, GRIP1 co-expression, lit1-tk-luc; HEK293 ssDAF-12/GRIP1 lit1-tk-luc reporter; % of 3 µM dafachronic acid response; activation, % at 6.8 µM; 370,000 tested, 1% active;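 active = activation above the mean over all tested compounds plus 3 SD, cut at about 0.9% in these data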;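 note: 0% = DMSO-only wells and 100% = 3 µM delta7-dafachronic acid wells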
proKLK7 act: proKLK7 zymogen activators, primary screen, biochemical, fluorescence intensity; activation, % at 7 µM; Kallikrein-7 (Homo sapiens), P49862; purified proKLK7, EDANS-DABCYL substrate fluorescence; 100% is mature enzyme control, 0% vehicle; 370,000 tested, 0.9% active;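 active = activation above the mean of all tested compounds plus 3 SD, computed per campaign excluding outliers beyond control limits, cut at about 13% in these data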
Target sequence (P49862 whole entry, looked up): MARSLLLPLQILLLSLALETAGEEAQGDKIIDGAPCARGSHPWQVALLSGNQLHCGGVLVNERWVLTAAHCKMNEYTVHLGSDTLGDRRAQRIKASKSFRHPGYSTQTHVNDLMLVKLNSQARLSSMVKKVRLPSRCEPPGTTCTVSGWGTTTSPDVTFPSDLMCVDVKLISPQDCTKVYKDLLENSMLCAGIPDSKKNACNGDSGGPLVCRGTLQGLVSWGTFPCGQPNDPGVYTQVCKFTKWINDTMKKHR
* hit, by the source's call; · = not tested or not shown; & = joins results of further samples. Compounds as they come; about 6.7% have a hit in one of these screens.

Below each compound – NPR2 activator, hgDAF12 agonist, SMARCA2 act, DAX1 inh-1, DAX1 inh-2, HGIII-sPLA2 inh, GC-A act, FXN GAA850 act, hcDAF12 agonist, ssDAF12 agonist, proKLK7 act
- COCCOC(=O)N1CCCCC1c1cc(C(=O)NCc2ccc(Cl)c(Cl)c2)no1 (stereo unspecified)
→ 8, -0.6, -5, -1.8, ·, -1, 3, 1.8, -2.5, -1.5, 0.1
- CC1CCN(CC(CS(=O)(=O)c2ccc([N+](=O)[O-])cc2)N2CCC(C)CC2)CC1 (stereo unspecified)
→ -2, -0.8, 0, -0.4, -0.2, 0, -7, 9.7*, -0.4, -1.1, -0.5
- O=C(O)Cn1ccc2cc(S(=O)(=O)N3CCCCCC3)ccc21
→ 5, 5.1, 3, -0.1, 0.6, 0, -3, 0.8, 1.9, -1.4, 0.2
- COc1ccc2nc(NC(=O)C3CC(=O)N(c4ccccc4)C3)sc2c1 (stereo unspecified)
→ 0, 1.9, -3, -0.4, 0.1, -10, 6, -0.1, -0.9, -1.1, 0.2
- O=S(=O)(NCCCCCNS(=O)(=O)c1ccc(F)cc1)c1ccc(F)cc1
→ 3, -2.5, -2, -0.8, -0.4, -40, -2, -1.1, -2.1, -1.0, 0.0
- COc1ccc(C=O)cc1Cn1ccnc1C
→ -2, -1.4, -2, -0.2, -0.8, 0, -4, 1.2, 2.6, -1.1, -0.2
- CC(=O)N1c2ccc(S(=O)(=O)N3CCC(C(=O)N4CC(C)CC(C)C4)CC3)cc2CC1C (stereo unspecified)
→ 1, -2.1, -2, -0.9, -0.8, -7, 9, 1.6, -2.3, -1.4, 0.3
- COc1ccc(NC(=O)NCCN2CCCCC2)cc1
→ 6, -1.9, -3, 0.2, 2.3, 1, 3, 2.5, -0.8, -1.0, 0.3
- O=C(COC(=O)Cc1ccc([N+](=O)[O-])cc1)NC1CCCCCC1
→ -6, 1.2, 1, -0.6, -0.4, -13, -1, 0.3, 2.0, -0.6, -0.6
- O=C(COC(=O)/C=C/c1ccc(Cl)cc1)NCc1cccs1
→ 1, -3.3, -1, -0.4, 1.5, -4, 0, -0.4, -0.5, -1.2, 0.1
- COCCn1nnnc1C(CC(C)C)N1CCN(c2nc3ccccc3s2)CC1 (stereo unspecified)
→ 3, 0.5, 0, -0.6, -0.7, 8, 2, 3.2, -1.7, -0.9, -0.3
- CC(C)OC(=O)C1CC=CCC1C(=O)Nc1ccc(Cl)cc1 (stereo unspecified)
→ 5, 0.3, 1, -0.6, -0.9, -2, 3, 1.9, -0.7, -0.1, 0.0
- COCCOC(=O)C1=C(C)N=C2SCCC(=O)N2C1c1cccc(Br)c1 (stereo unspecified)
→ -16, 1.3, 3, 0.5, 0.6, -3, -16, 1.6, 0.6, -1.4, 0.2
- O=C(C(Cc1ccccc1)n1cccc1)N1CCN(c2ccccc2)CC1 (stereo unspecified)
→ 1, 1.0, -4, -1.2, -0.5, -21, 0, -1.9, -0.3, -1.9, 0.0
- COc1ccccc1-c1nnc(NC(=O)c2ccc3c(c2)OCO3)s1
→ -5, 0.1, -4, -0.2, -0.9, 3, -5, -2.4, -0.9, -0.7, 0.2
- CCCCC(=O)NC(=S)Nc1cccc(NC(=O)c2ccccc2)c1
→ 3, 0.7, -1, -1.0, 0.5, -6, 1, -2.8, -3.8, -1.6, 0.3
- CC(C)n1nnnc1SCC(=O)Nc1ccc2c(c1)OCCO2
→ 2, 7.5, 4, 1.1, ·, 15, -3, ·, 1.2, 0.2, 0.5
- Cc1ccccc1S(=O)(=O)Cc1ccc(C(=O)NC2CCC(C)CC2)o1 (stereo unspecified)
→ 3, -1.3, -1, -0.6, 0.4, 1, 4, -1.3, -1.0, -1.3, 0.1
- COc1ccc(-c2n[nH]c(=S)n2-c2ccc(Br)cc2)cc1OC
→ -14, -1.9, -2, 0.2, 0.7, 17, -10, 2.3, -1.0, -1.3, 0.0
- Cc1nc2c(C)cccn2c(=O)c1NC(=O)c1ccco1
→ 0, -1.4, 1, 1.1, 1.4, 0, 3, 0.1, -0.6, -0.9, -0.4
- Cn1c(N2CCCC2)nc2c1c(=O)n(Cc1cccc(F)c1)c(=O)n2C
→ 6, -0.3, -3, 0.0, -0.4, 5, 8, -2.1, -1.1, -0.7, 0.2
- COc1cccc(NC(=O)COc2nc3ccccc3nc2C)c1
→ -6, -2.4, -4, -0.1, 1.1, -10, -1, -3.1, -1.9, -1.1, 0.0
- OCCNc1nc(N2CCCCC2)nc2ccccc12
→ -8, 1.2, 1, 0.1, -0.7, 3, 7, 0.9, 1.0, -1.7, -50
- Cc1cccc(C(=O)O/N=C2\CCS(=O)(=O)c3sccc32)c1
→ -5, 1.9, 0, 0.0, 0.5, 4, 1, 2.5, 1.6, -0.4, 0.3
- Cc1ccnc2nc(C(=O)OCC(=O)NCc3cccc(Cl)c3)nn12
→ -5, 1.7, 1, 0.6, 0.2, 4, 2, 2.2, -0.7, -0.9, 0.6
- CC1CCN(C(=O)c2ccc3c(c2NCCO)C(=O)c2ccccc2C3=O)CC1
→ -2, -6.3, -2, -2.0, -1.4, 6, 1, -0.1, -3.3, -1.9, -0.2
- COc1ccc(/C=N/NC(=O)CN2CCSCC2)cc1C
→ 3, -1.7, -1, 1.2, 0.4, -2, -2, 3.4, -1.5, 0.3, 0.3
- C=CCNc1nc2c(c(=O)n(C)c(=O)n2C)n1CC
→ -2, 0.7, 0, -0.5, 1.1, 1, 2, 2.2, -0.7, -1.5, 0.5
- C(=C\c1ccccc1)/C=N/Nc1nc2ccccc2s1
→ -8, 19*, 1, 5.3*, 5.7*, -26, -2, 6.9, 16*, 2.2*, -1.3
- NS(=O)(=O)c1ccc(N2CCOCC2)c(C(=O)NCc2cccs2)c1
→ 1, 1.7, 4, -0.9, 2.5, 7, -1, 0.8, 0.7, -0.7, 0.0
- Cc1ccc(-c2cc(C(=O)O)c3cc(Br)ccc3n2)s1
→ -1&-7, 3.5&2.1, 4&0, 0.7&0.2, 1.1&1.3, -15&-22, -3&4, 0.2&1.1, 3.4&1.2, -0.8&-0.7, 14*
- NC(=O)C1(N2CCCCC2)CCN(CC(=O)Nc2ccccc2Sc2ccccc2)CC1
→ -3, -0.8, 0, 0.2, 0.3, 8, 0, -1.7, 1.1, -1.2, -0.4
- COc1ccc(-c2nnc(SCC(=O)NC3CCCCC3)o2)cc1OC
→ -3, -1.9, 2, -1.4, -0.1, 0, -2, 2.4, -1.5, -1.0, 0.1
- O=C(CCCN1C(=O)c2ccccc2C1=O)Oc1ccc(Cl)cc1
→ -4, 1.9, -2, 0.5, -0.8, -11, 0, 1.6, -0.1, -0.7, -0.2
- O=C(Cn1[nH]c(=O)c2ccccc2c1=O)OCC(=O)c1ccccc1Cl
→ 1, 0.5, 0, 1.6, 0.2, -4, 0, 1.0, -0.7, -0.3, 0.3
- CC(C)(C)c1csc(SCC(=O)Nc2ccc(Cl)cn2)n1
→ 0, -1.7, -3, -0.7, 0.5, 4, -2, -0.5, -1.2, -1.5, -0.1
- COc1ccc2c(c1)N(C[C@H](C)CN(C)C)c1ccccc1S2
→ -22, 0.8, -6, 0.7, -0.1, 18, -33, -0.7, -0.1, -1.5, 0.4
- O=C(N/N=C/c1c(Cl)[nH]c2ccccc12)c1ccc2c(c1)OCCO2
→ 0, 8.2, 1, 0.5, ·, -4, 5, 3.6, 9.1*, 1.3*, 0.3
- Cc1oc2c(CN3CCOCC3)c(O)ccc2c(=O)c1-c1ccc(Br)cc1
→ 4, -1.6, 1, -0.4, -1.5, 7, -3, 0.1, -0.1, -1.3, 11
- Cc1nn(-c2ccccc2)c(OC(=O)c2cccs2)c1S(=O)(=O)c1ccccc1
→ 1, -1.2, -1, 0.7, -1.1, -1, 3, 0.1, 0.0, -1.0, -0.1
- CN(C(=O)COC(=O)c1cccc(Cl)c1)C1CCS(=O)(=O)C1 (stereo unspecified)
→ 6, 1.0, -2, 1.0, 0.5, -2, -1, 0.6, -0.1, -1.1, 0.5
- Cc1nc(SCC(=O)NC2CCCC2)[nH]c(=O)c1C
→ -2, 0.0, 1, -0.3, -1.2, 0, -3, 1.1, 5.8*, 0.8, -0.3
- Cc1ccc(NC(=S)NN2CCOCC2)c(C)c1
→ 9, -3.1, -3, -0.5, 2.5, 2, -2, -2.3, 1.1, -0.7, -0.5
- CCOC(=O)C1(C)CCN1C(=O)c1ccccc1C(F)(F)F (stereo unspecified)
→ 3, 1.7, -2, 0.4, ·, 3, 4, -1.6, -0.6, -0.9, 0.0
- O=C(Cc1ccccc1)Nc1ccc2[nH]ncc2c1
→ -2, 3.2, 1, -0.1, 1.8, -3, 1, 1.3, -1.7, -1.5, -0.8
- CCCC(=O)N(Cc1cccnc1)c1nc2c(OC)ccc(Cl)c2s1
→ -11, -0.3, 1, 0.4, 0.4, 5, -18, 0.7, 2.6, -1.2, -0.3
- CC(=O)c1ccccc1OCCOCCOc1ccccc1C(C)=O
→ -3, -1.5, -3, -1.0, -1.0, 6, 2, 0.6, -0.1, -1.7, -0.4
- COc1ccc(NC(=O)CN(C)S(=O)(=O)c2ccc3c(c2)CC(C)N3C(C)=O)cc1OC (stereo unspecified)
→ 3, -1.3, -2, -0.1, 0.3, 0, -1, 1.2, 5.1, 0.4, -0.1
- CC(NC(=O)C1(S(=O)(=O)c2ccc(Cl)cc2)CC1)c1ccccc1 (stereo unspecified)
→ 0, 2.1, -2, -0.3, 2.6, 17, 3, 1.4, -1.2, -0.9, 0.3

By substructure, the entries above containing a nitro group on carbon (two)
Below each compound – NPR2 activator, hgDAF12 agonist, SMARCA2 act, DAX1 inh-1, DAX1 inh-2, HGIII-sPLA2 inh, GC-A act, FXN GAA850 act, hcDAF12 agonist, ssDAF12 agonist, proKLK7 act
- CC1CCN(CC(CS(=O)(=O)c2ccc([N+](=O)[O-])cc2)N2CCC(C)CC2)CC1 (stereo unspecified)
→ -2, -0.8, 0, -0.4, -0.2, 0, -7, 9.7*, -0.4, -1.1, -0.5
- O=C(COC(=O)Cc1ccc([N+](=O)[O-])cc1)NC1CCCCCC1
→ -6, 1.2, 1, -0.6, -0.4, -13, -1, 0.3, 2.0, -0.6, -0.6

Quoted from the listing:
CN(C(=O)COC(=O)c1cccc(Cl)c1)C1CCS(=O)(=O)C1 (stereo unspecified) – DAX1 inh-1 = 1.0
Cc1ccc(NC(=S)NN2CCOCC2)c(C)c1 – HGIII-sPLA2 inh = 2

High-throughput results deposited in PubChem BioAssay by several laboratories.
